Screening results as filed in PubChem BioAssay.
eIF2B yeast act = eIF2B (yeast) activity modulation; AID 688; actives 0.91% (n = 27,000); S. cerevisiae eIF2B-epsilon R284H, GCN4-lacZ luminescence; inhibition, % at 25 µM (by protocol);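 active means mutant luminescence inhibited past about 50% while wild type luminescence and mutant growth stay under set limits, limit read from the data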; further: some compounds called inactive have numbers as strong as hits
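System: Yeast eIF2B-epsilon R284H mutant carrying GCN4–beta-galactosidase fusion | Read-out basis: Percent inhibition, luminescence and growth | Compound: 25 µM single dose | Times: 16 h at 30 °C exposure | Measured by: Luminescence and A595 | Buffer or medium: YPD medium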
Yeast tox = Inhibitors of S. cerevisiae growth, toxicity; S. cerevisiae wild-type growth, A595 turbidity, 16 h; growth inhibition, % at 25 µM (by protocol); actives 0.3% (n = 30,000);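 active means mutant and wild-type yeast strains alike exhibit over 30% growth inhibition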;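 further: 0% = untreated cell controls and 100% = YPD media blanks without cells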
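Test system: Wild-type and eIF2Bepsilon-R284H mutant S. cerevisiae, screened separately | Dosing: Single 25 µM compound dose in 0.2% DMSO | Schedule: 16 h compound exposure during growth at 30 °C | Detection: A595 turbidity | Evaluation: Growth inhibition (%) versus cell controls and blanks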
Yeast tox inhibition % = recorded beside Yeast tox, whose call it bears; growth inhibition, %; S. cerevisiae eIF2Bepsilon-R284H mutant growth, A595 turbidity, 16 h;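 each compound tested once at 25 µM; 0% equals untreated cells and 100% equals cell-free medium blanks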
eIF2B yeast act mutant toxicity = also measured in eIF2B yeast act; calls as there; growth inhibition, %; measured here: mutant yeast growth, toxicity;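 each compound tested once at 25 µM; zero equals untreated control growth and 100 equals blank medium absorbance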
The depositor's hits bear a star; nt = not tested or not shown. Not all compounds are listed. The share of hits here may be higher or lower than overall.

SMILES	eIF2B yeast act	eIF2B yeast act mutant toxicity	Yeast tox	Yeast tox inhibition %
Cc1ccc(NC2=C(Cl)C(=O)OC2OC(=O)c2ccco2)c(C)c1 (stereo unspecified)	27	-4	-4	-4
Cc1ccc(S(=O)(=O)NC2OC(=O)C(Cl)=C2Cl)cc1 (stereo unspecified)	18	7	19	7
COc1cccc(NS(=O)(=O)c2ccc3[nH]cc(C(=O)NC4CC4)c(=O)c3c2)c1	19	7	-1	7
COc1ccc(C(CNC(=O)c2ccc(S(=O)(=O)N3CCOCC3)cc2)N2CCCCC2)cc1 (stereo unspecified)	16	-9	11	-9
Cc1onc(-c2c(F)cccc2Cl)c1C(=O)N1CCN(S(C)(=O)=O)CC1	1	7	-8	7
CCOn1c(-n2nc(C)cc2C)nc2ccccc2c1=O	14	12	20	12
O=C(c1ccc(N2C(=O)CCC2=O)cc1)N1CCOCC1	-38	-19	-3	-19
COc1cc(NS(=O)(=O)c2ccc(OC)c(C)c2C)c(OC)cc1Cl	12	-26	2	-26
COC(=O)c1ccc(OCC(=O)c2ccccc2OC)cc1	nt	nt	27	14
O=C(C(NS(=O)(=O)c1cccc2nsnc12)c1ccccc1)N1CCN(c2ccccn2)CC1 (stereo unspecified)	13	-5	5	-5
[N-]=[N+]=CC(=O)C(Cc1ccccc1)N1C(=O)c2ccccc2C1=O (stereo unspecified)	18	-9	18	-9
CCOc1cccc(-n2nnnc2-c2ccc(OC)cc2)c1	21	nt	nt	nt
CC(C)(C)c1ccc(C2(C)NC(=O)N(CC(=O)c3ccc[nH]3)C2=O)cc1 (stereo unspecified)	26	-28	9	-28
O=C(Nc1nc2ccccc2s1)C1CC(=O)N(c2ccc(Br)cc2)C1 (stereo unspecified)	nt	nt	-4	11
CCN(CC)CCN1C(=O)c2ccccc2NC1c1ccc(N(C)C)cc1 (stereo unspecified)	nt	nt	-9	0
N#Cc1ccc(CSc2nnc(-c3ccccc3)n2Cc2ccco2)cc1	2	7	9	7
CC1CCc2c(sc(NC(=O)c3ccc(Cn4cc([N+](=O)[O-])cn4)o3)c2C#N)C1 (stereo unspecified)	5	-10	9	-10
Cc1ccc2c(c1)nnn2C1CCN(S(=O)(=O)c2ccc3ccccc3c2)CC1	-9	-33	7	-33
C=CCNc1ncnc2ccccc12	41	-3	5	-3
O=C(Cn1nnc(-c2ccncc2)n1)NCCc1ccccc1	-26	-17	1	-17
c1ccc(Oc2nc(Oc3ccccc3)nc(N3CCOCC3)n2)cc1	27	-5	2	-5
CCC(C)[C@H](NC(=O)NCc1cccs1)C(=O)OC (stereo partly specified)	12	nt	-8	0
CCOC(=O)/C=C1\CC(=O)Nc2cc(C)c(C)cc2N1	-8	-24	-15	-24
Cc1ccc(C)c(N2CCN(C(=O)CN3C(=O)c4ccccc4C3=O)CC2)c1	-13	-5	-15	-5
COc1ccc(-c2nnc(SCC(=O)N3CCC(Cc4ccccc4)CC3)o2)cc1OC	32	-3	-12	-3
C=CCn1c(SCc2ccccc2)nc(O)cc1=O	nt	nt	7	8
CCc1cccc(OCCCCNCCOC)c1	-13	-14	7	-14
COC(=O)Oc1nsnc1N1CCOCC1	-3	15	-6	15
CC1CCN(CCCNC(=O)c2cc3sccc3n2C)CC1	20	-12	-11	-12
CC(=O)Nc1c(C(=O)O)oc2ccc(Cl)cc12	17	-14	20	-14
COCC(=O)n1nc(NCc2ccc(OC)cc2)nc1NCc1ccc(OC)cc1	2	nt	0	0
CCN(CC)S(=O)(=O)c1cc(-c2nnc(-c3ccc(Br)cc3)o2)ccc1Br	-2	3	-9	3
Cc1cc(C)c2cc(C(O)c3nnnn3Cc3ccccc3)c(=O)[nH]c2c1 (stereo unspecified)	nt	nt	5	0
CC(O)CNc1nc2c(c(=O)n(C)c(=O)n2C)n1CCc1ccccc1 (stereo unspecified)	1	nt	nt	nt
O=C1NC(c2ccccc2)(C(F)(F)F)SC2=NCCCN12 (stereo unspecified)	7	nt	-2	0
N/C(=N\OS(=O)(=O)c1ccc2ccccc2c1)c1ccncc1	17	-15	-24	-15

A draw from above in order of length of the SMILES, smallest number first:
SMILES	eIF2B yeast act	eIF2B yeast act mutant toxicity	Yeast tox	Yeast tox inhibition %
CCc1cccc(OCCCCNCCOC)c1	-13	-14	7	-14
C=CCn1c(SCc2ccccc2)nc(O)cc1=O	nt	nt	7	8
CC(=O)Nc1c(C(=O)O)oc2ccc(Cl)cc12	17	-14	20	-14
N/C(=N\OS(=O)(=O)c1ccc2ccccc2c1)c1ccncc1	17	-15	-24	-15

Next part:
SMILES	eIF2B yeast act	eIF2B yeast act mutant toxicity	Yeast tox	Yeast tox inhibition %
CC(C)NCCOc1cccc(Br)c1	23	20	23	20
N#CC1=C(SCC(=O)Nc2ccccc2)NC(=O)CC1c1ccco1 (stereo unspecified)	17	4	-1	4
O=C(CCn1c(=S)[nH]c2cc3c(cc2c1=O)OCO3)N1CCc2ccccc2C1	-25	11	22	11
COc1ccc(N2C(=O)CC(Sc3nc(C)cc(C)c3C#N)C2=O)cc1 (stereo unspecified)	-17	nt	nt	nt
COc1ccc(NC(=O)N2CCCC2C(=O)Nc2ccccc2)cc1 (stereo unspecified)	33	-5	-11	-5
O=C(O)C1CCCCC1C(=O)Nc1nc(-c2cccs2)cs1 (stereo unspecified)	14	12	15	12
CCCCn1c2nc3ccccc3nc2c2c(=O)n(C(C)CC)cnc21 (stereo unspecified)	8	-4	-1	-4
CCn1ccnc1C(O)c1ccccc1OC (stereo unspecified)	-2	nt	nt	nt
CSc1ccc(S(=O)(=O)NCCOc2ccccc2C)cc1	7	6	-10	6
O=c1cc(Cl)c(-c2ccccc2)n[nH]1	18	30	7	30
CC(=NCc1ccco1)c1c(C)[nH]n(-c2nc3ccccc3s2)c1=O	-47	-16	-16	-16
O=C(O)CSc1nnc(SCc2cccc3ccccc23)s1	nt	nt	-1	19

Complete entries as entered above. Values in the order: eIF2B yeast act, eIF2B yeast act mutant toxicity, Yeast tox, Yeast tox inhibition %
Shown for O=C(CCn1c(=S)[nH]c2cc3c(cc2c1=O)OCO3)N1CCc2ccccc2C1 = -25, 11, 22, 11
Shown for CC(C)NCCOc1cccc(Br)c1 = 23, 20, 23, 20
Shown for COc1ccc(N2C(=O)CC(Sc3nc(C)cc(C)c3C#N)C2=O)cc1 (stereo unspecified) = -17, nt, nt, nt
Shown for CCCCn1c2nc3ccccc3nc2c2c(=O)n(C(C)CC)cnc21 (stereo unspecified) = 8, -4, -1, -4
Shown for COc1ccc(NC(=O)N2CCCC2C(=O)Nc2ccccc2)cc1 (stereo unspecified) = 33, -5, -11, -5

Additional records follow:
SMILES	eIF2B yeast act	eIF2B yeast act mutant toxicity	Yeast tox	Yeast tox inhibition %
CC1(C)CC(n2c(=S)[nH]c3ccccc3c2=O)CCO1 (stereo unspecified)	29	14	18	14
CC(C)NC(=O)c1cccc(Br)c1	-14	11	5	11
O=C(c1ccc(N2CCCC2=O)cc1)N1CCCCCC1	-18	27	5	27
Cc1ccc(S(=O)(=O)NC(C(=O)OCC(=O)NC(=O)c2cccn2C)C(C)C)cc1 (stereo unspecified)	-30	-19	10	-19
CCOc1cccc2c1OC1(C)CC2NC(=O)N1c1cccc(F)c1 (stereo unspecified)	-9	26	3	26
O=C(CSc1nnc(-c2cccnc2)n1CCc1ccccc1)NCc1ccccc1	-29	nt	nt	nt
COc1ccc(N2CCn3c2nc2c3c(=O)n(CCc3ccccc3)c(=O)n2C)cc1	20	22	-4	22
CCCCc1nc2ccccc2n1Cc1nnc2n1-c1ccccc1SC2	9	3	12	3
CCCNS(=O)(=O)c1ccc(NC(=O)c2cccnc2)cc1	17	16	5	16
CCOC(Cn1c(CCCO)nc2ccccc21)OCC	nt	nt	12	2
CC(C)=CCC/C(C)=C/CC/C(C)=N/O	12	-11	-2	-11
O=C(Cn1nnc(-c2ccccc2NC(=O)c2ccccc2F)n1)NCc1ccco1	43	-26	-22	-26
COC(=O)c1c(C)nc2ccccc2c1C(=O)O	nt	nt	27	-3
Cc1cc(C(=O)NC(C)C2CCCO2)cs1 (stereo unspecified)	-9	-11	14	-11
CS(=O)(=O)N(CC(=O)NC1CCCCC1)c1cccc(Cl)c1	21	6	4	6
COc1nc2ccccc2c(=O)n1OCC(C)C	13	nt	2	0
FC(F)(F)c1cccc(N2CCN(CC3CC=CCC3)CC2)c1 (stereo unspecified)	23	27	21	27
COc1ccc(OCC(=O)Nc2ncc3c(n2)CC(C)(C)CC3=O)cc1	3	4	-9	4
Cc1ccc(NC(=O)CCn2c(=O)oc3ccccc32)cc1	-40	7	6	7
O=C(c1ccco1)N1CCN(C(=O)c2cnn3cccnc23)CC1	17	5	7	5
CCN(c1ccccc1)S(=O)(=O)c1cnc[nH]1	-33	15	6	15
O=C(c1coc(=O)c(Br)c1)N1CCCc2ccccc21	25	-3	4	-3
COC(=O)CCC(=O)Nc1nnc(C(F)(F)F)s1	29	20	20	20
COc1ccc(C2NC3=C(CCC3)C3(C#N)C(OC)(OC)N=C(N)C23C#N)cc1 (stereo unspecified)	21	-14	9	-14

Shown with values under each structure: entries from further up.
The line under a structure holds: eIF2B yeast act | eIF2B yeast act mutant toxicity | Yeast tox | Yeast tox inhibition %
COc1ccc(OCC(=O)Nc2ncc3c(n2)CC(C)(C)CC3=O)cc1
    3 | 4 | -9 | 4
Cc1ccc(NC(=O)CCn2c(=O)oc3ccccc32)cc1
    -40 | 7 | 6 | 7
O=C(c1ccco1)N1CCN(C(=O)c2cnn3cccnc23)CC1
    17 | 5 | 7 | 5
CCN(c1ccccc1)S(=O)(=O)c1cnc[nH]1
    -33 | 15 | 6 | 15

Next entries follow:
SMILES	eIF2B yeast act	eIF2B yeast act mutant toxicity	Yeast tox	Yeast tox inhibition %
CCCCNCCCCOc1ccccc1	5	6	3	6
Cc1ccc(NC(=O)c2ccco2)cc1C	17	nt	49	0
O=C(Nc1nc2ccccc2n1Cc1ccc(Cl)cc1)c1ccco1	-43	-19	-29	-19
Cc1cc(-c2cccnc2)c(C#N)c(SCC#N)n1	9	-7	18	-7
O=C(CN(C(=O)c1ccco1)c1cccc(F)c1)NCc1ccc(F)cc1	14	7	15	7
O=C(NCc1ccc(Cl)c(Cl)c1)c1cccnc1	24	-25	17	-25
Cc1cc(C)n(-c2nnc(C)n2/N=C/c2ccccc2O)n1	20	9	-2	9
CCCOc1ccc(N2C(=O)CC(N3CCC(c4nncn4CC)CC3)C2=O)cc1 (stereo unspecified)	3	-26	9	-26
O=C(Nc1ccc2c(c1)ncn2-c1ccccc1)c1ccco1	30	10	13	10
O=C(c1ccco1)N1CCN(Cc2nc3ccccc3c(=O)n2-c2ccc(F)cc2)CC1	nt	nt	12	15
COC(=O)C(CCSC)NC(=O)C(NC(=O)C1CCC(C)CC1)C(C)C (stereo unspecified)	19	-9	-5	-9
CC(=O)NC1CCC(C(=O)O)(c2ccccc2)C1 (stereo unspecified)	25	-7	6	-7
C=CCn1c(C)cc(C(=O)CSc2n[nH]c(N)n2)c1C	nt	nt	4	7
CCOC(=O)c1cc2sccc2n1CC(=O)N1CCc2ccccc21	29	-10	-12	-10
CCCc1cc(=O)n2[nH]c(SCc3ccccc3)nc2n1	16	11	26	11
C=CCn1c(=O)/c(=C\c2ccsc2)s/c1=C(/C#N)C(=O)NCCN1CCOCC1	-12	5	15	5
COCCNC(=O)c1ccc2c(c1)nc(C)n2-c1cc(OC)c(OC)c(OC)c1	23	-19	-15	-19
CCS(=O)(=O)NCc1csc(C)n1	-13	15	7	15
O=C(c1ccc(CN2CCOCC2)cc1)N1CCN(c2cccc(Cl)c2)CC1	20	5	10	5
Cc1noc(C)c1COc1ccc(C(=O)OCC(=O)NC23CC4CC(CC(C4)C2)C3)cc1	nt	nt	4	2
Cc1ccc(NC(=O)NC2CCCN2S(=O)(=O)c2ccc(Cl)cc2)cc1 (stereo unspecified)	16	16	27	16
COc1ccc(CCN2C(=O)c3[nH]nc(-c4ccccc4O)c3C2c2cccc(Cl)c2)cc1 (stereo unspecified)	nt	nt	-6	4
CCOCCn1c(C(C)C)nc2ccccc21	-14	nt	15	0
CCc1ccc2oc(=O)cc(CN3CCN(c4ccc(F)cc4)CC3)c2c1	-6	10	-4	10
CC1(C)N([O-])C(c2cccs2)=C[N+]1=O	36	-10	19	-10
Cc1sc2c(=O)n3c(nc2c1C(=O)NC1CCCCC1)CCCCC3	-8	5	-1	5
CCCOc1cccc(C(=O)O)c1	-3	7	30	7
CC(C)(C)NS(=O)(=O)c1ccc(CCC(=O)NCc2ccc3c(c2)OCO3)cc1	28	-2	24	-2
CCOc1ccc(NC(=O)CSC2=C(C#N)C(c3ccc4c(c3)OCO4)CC(=O)N2)cc1 (stereo unspecified)	19	17	10	17
O=C(OCN1C(=O)c2ccccc2C1=O)c1cccs1	23	11	18	11
